# Assay outcomes from PubChem BioAssay.
# DT40 TDP1 no CPT = qHTS for Inhibitors of human tyrosyl-DNA phosphodiesterase 1 (TDP1): qHTS in cells in absence of CPT; actives 15% (n = 420,000); DT40 Tdp1-/- hTDP1 cells, no CPT, ATP luminescence, 48 h; Potency, µM (titrated, usually from 46.2 µM), for the others: at the top dose activity change, negative = growth inhibition, most hits filed as inhibitors; further: nearly all actives have a fitted effect of over 55% in size
#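 No-CPT arm: Tdp1-/-;hTDP1 DT40 cells (400/well) plus compounds, incubated ≥48 hr at 37 °C. Readout CellTiter-Glo luminescence.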
# DT40 TDP1 CPT = growth inhibition of DT40 Tdp1-/-;hTDP1 cells with camptothecin (screen for TDP1 inhibitors). AID 686979. actives 12% (n = 420,000). chicken DT40 Tdp1-/-;hTDP1 cells + 20 nM CPT, ATP luminescence, 48 h. Potency, µM (titrated, usually from 46.2 µM), for the others: top-dose activity change, negative = growth inhibition, actives largely listed as inhibitors; further: nearly all actives have a fitted effect of over 55% in size
#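 Cell growth measured by CellTiter-Glo luminescence after a minimum 48 h, 37 C compound exposure with 20 nM CPT in Tdp1-knockout DT40 cells stably expressing hTDP1, seeded 400/well; qHTS titration format.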
# TDP1 inh = blocks human tyrosyl-DNA phosphodiesterase 1 | Potency, µM (highest dose often 130 µM), inactives show at the highest dose activity change, negative = inhibition, most hits filed as inhibitors | AID 485290 | recombinant TDP1, AlphaScreen DNA substrate cleavage | actives 0.28% (n = 350,000); further: nearly all actives have a fitted effect of over 40% in size
# Target sequence (Q9NUW8 whole entry, looked up): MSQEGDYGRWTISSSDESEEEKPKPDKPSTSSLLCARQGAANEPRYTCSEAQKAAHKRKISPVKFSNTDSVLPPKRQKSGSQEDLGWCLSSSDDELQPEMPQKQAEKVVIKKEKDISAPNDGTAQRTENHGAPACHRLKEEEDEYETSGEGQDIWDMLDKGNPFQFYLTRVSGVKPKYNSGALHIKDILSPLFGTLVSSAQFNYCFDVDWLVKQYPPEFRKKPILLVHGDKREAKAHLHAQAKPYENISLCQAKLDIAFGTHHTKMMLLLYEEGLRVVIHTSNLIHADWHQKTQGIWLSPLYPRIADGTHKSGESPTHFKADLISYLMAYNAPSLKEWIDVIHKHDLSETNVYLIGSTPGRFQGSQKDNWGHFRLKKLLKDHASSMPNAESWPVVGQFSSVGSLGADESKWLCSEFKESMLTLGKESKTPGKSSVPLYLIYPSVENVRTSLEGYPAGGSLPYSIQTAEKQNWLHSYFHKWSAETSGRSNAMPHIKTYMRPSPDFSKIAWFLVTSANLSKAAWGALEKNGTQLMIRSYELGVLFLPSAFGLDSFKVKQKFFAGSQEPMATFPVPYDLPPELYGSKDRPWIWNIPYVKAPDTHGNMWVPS
#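 E. coli-derived human Tdp1, 1 nM final. Cpd preinc 15 min RT; substrate 15 nM final, 5 min RT; AS bead mix 10 ug/ml final, 10 min RT. Signal loss = tyrosine-FITC cleavage. No-enzyme wells = max signal.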
# An asterisk follows results filed as active; ? = inconclusive; · = not tested or not shown; & = joins results of further samples; [ ] = another dose, or the depositor's remark. The call rests on the fitted dose curve; in most records, active means well fitted curve in the direction sought with a large enough effect; inconclusive means small, poorly fitted or top-dose-only effect, or another doubt; inactive means no such curve, though single readings can be large; an effect the other way counts as inactive or inconclusive. On the % scale 0 is the no-effect control and ±100 the full control effect; potency means the concentration at half of the fitted maximal effect.
# The opening 13 compounds, ahead of the listing:
SMILES,DT40 TDP1 no CPT,DT40 TDP1 CPT,TDP1 inh
Cc1cc(C)cc(NC(=O)COC(=O)C2CC3C=CC2C3)c1 (configuration not stated),-3%,3%,·
CC(c1ccccc1)N1CCC(CNC(=S)Nc2cccc(Cl)c2)C1 (configuration not stated),?,?,5%
O=C(Nc1ccc(Oc2cccc(C(F)(F)F)c2)nc1)c1ccco1,12µM*,-16%,0%
Cc1nn2c3ccccc3nc2c2ccccc12,?,?,4%
Cc1ccc(C)c(SCC(=O)Nc2cccc(S(=O)(=O)N3CCOCC3)c2)c1,-29%,-24%,-3%
Cc1sc2ncnc(N3CCC(C(=O)N(C)CC(=O)Nc4cccc(F)c4)CC3)c2c1C,13µM*,9.2µM*,·
O=C(CCCc1ccccc1)Nc1ccccc1[N+](=O)[O-],21µM*,10µM*,·
O=C(C(O)c1ccccc1)N1N=C(c2ccccc2)CC1(O)C(F)(F)F (configuration not stated),?,8%,·
CC(=O)N1N=C(c2ccc(NS(C)(=O)=O)cc2)CC1c1ccc2nccnc2c1 (configuration not stated),-7%,-6%,6%
COc1cc2c(cc1OC)CN(C(=O)CCc1c[nH]c3ccccc13)[C@H](C(=O)O)C2,1%,6%,·
O=C1c2ccccc2C(=O)N1CCCc1nc(-c2cccnc2)no1,-6%,-5%,7%
O=c1[nH]c(Nc2ccccn2)cc2ccccc12,?,?,·
CC(=O)NCCc1nc2ccccc2n1CCc1ccccc1,?,?,5%

# All compounds of this part, from the start:
SMILES,DT40 TDP1 no CPT,DT40 TDP1 CPT,TDP1 inh
Cc1cc(C)cc(NC(=O)COC(=O)C2CC3C=CC2C3)c1 (configuration not stated),-3%,3%,·
CC(c1ccccc1)N1CCC(CNC(=S)Nc2cccc(Cl)c2)C1 (configuration not stated),?,?,5%
O=C(Nc1ccc(Oc2cccc(C(F)(F)F)c2)nc1)c1ccco1,12µM*,-16%,0%
Cc1nn2c3ccccc3nc2c2ccccc12,?,?,4%
Cc1ccc(C)c(SCC(=O)Nc2cccc(S(=O)(=O)N3CCOCC3)c2)c1,-29%,-24%,-3%
Cc1sc2ncnc(N3CCC(C(=O)N(C)CC(=O)Nc4cccc(F)c4)CC3)c2c1C,13µM*,9.2µM*,·
O=C(CCCc1ccccc1)Nc1ccccc1[N+](=O)[O-],21µM*,10µM*,·
O=C(C(O)c1ccccc1)N1N=C(c2ccccc2)CC1(O)C(F)(F)F (configuration not stated),?,8%,·
CC(=O)N1N=C(c2ccc(NS(C)(=O)=O)cc2)CC1c1ccc2nccnc2c1 (configuration not stated),-7%,-6%,6%
COc1cc2c(cc1OC)CN(C(=O)CCc1c[nH]c3ccccc13)[C@H](C(=O)O)C2,1%,6%,·
O=C1c2ccccc2C(=O)N1CCCc1nc(-c2cccnc2)no1,-6%,-5%,7%
O=c1[nH]c(Nc2ccccn2)cc2ccccc12,?,?,·
CC(=O)NCCc1nc2ccccc2n1CCc1ccccc1,?,?,5%
Cc1c(C#N)c(N=CN(C)C)c(C(=O)c2ccc(Br)cc2)n1-c1ccc(Cl)cc1,?,11µM*,9%
COP(=O)(OC)C(Nc1ccc(Cl)cc1)c1ccccc1 (configuration not stated),?,-10%,·
COCCNC(=O)c1ccccc1NC(=O)c1ccccc1N(C)S(=O)(=O)c1ccc(C)cc1,-16%,-19%,4%
Cc1ccc(N2C(=O)[C@@H]3[C@H](C2=O)C2c4ccccc4C=NN2[C@@H]3C(=O)c2ccc(Cl)cc2)cc1 (some centres not stated),-12%,-21%,3%
CCOc1ccc(C2=NNC(c3cccs3)=Nc3ccc(OC)cc32)cc1,-26%,-8%,-3%
COc1ccc(N/C(C)=C/C(=O)c2ccccc2)cc1,-21%,-22%,10%
O=C(C1CCCN(S(=O)(=O)c2cccs2)C1)N1CCc2ccccc2C1 (configuration not stated),?,?,7%
O=C(c1n[nH]c2c1CCCC2)N1CCOc2ccc(C(O)C3CCCCC3)cc2C1 (configuration not stated),-27%,-25%,·
COc1ccc(/C=C(\NC(=O)c2ccc(OC)cc2)C(=O)Nc2ccccc2C(=O)O)cc1,1%,-13%,·
CC(C)OCCCNS(=O)(=O)c1ccc2c(c1)oc(=O)n2C,3%,5%,-1%
CC(=O)c1ccc(C(=O)N(Cc2cccnc2)c2nc3c(C)c(C)ccc3s2)cc1,16µM*,23µM*,3%
Cc1cnc(CNC(=O)c2ccc3sc([C@H]4C[C@H](O)[C@@H](CO)O4)nc3c2)cn1,12%,?,·
CCCC1=Nc2cc(C(=O)NCc3ccc(OC)cc3)ccc2Sc2ccc(C)cc21,9.2µM*,15µM*,0%[12.3 µM]
CC(C)=N/N=C1/NC(=O)C(c2ccc(Cl)cc2)S1 (configuration not stated),?,?,·
Cc1onc(-c2ccccc2Cl)c1C(=O)N(C)Cc1ccccc1,?,?,·
CCCCn1nnnc1C(c1cccc2ccccc12)N1CCN(C/C=C/c2ccccc2)CC1 (configuration not stated),21µM*,?,·
CC1=C(C(=O)N2CCOCC2)C(c2ccc(-c3ccccc3)cc2)NC(=S)N1 (configuration not stated),-3%,-2%,3%
CS(=O)(=O)N(CC(=O)N1CCN(Cc2ccccc2)CC1)c1ccccc1Br,?,?,·
Cc1ccc(C2c3cccn3CCN2S(=O)(=O)c2ccc([N+](=O)[O-])cc2)cc1 (configuration not stated),18µM*,?,13%
O=C(Cn1nc(C(F)(F)F)c2c1CCCC2)Nc1ccc2c(c1)OCO2,-15%,-11%,2%
Cc1ccc(-c2nn(C)c(=O)c3ccccc23)cc1S(=O)(=O)NCCN1CCOCC1,?,?,8%
C/C(=N\NC(=O)c1nnn(-c2nonc2N)c1CN1CCCCC1)c1ccccc1O,13µM*,10µM*,7%
Cc1ccc(C(C)C)c(OCC(=O)Nn2c(=O)[nH]c3ccccc3c2=O)c1,?,-22%,0%
CC(=O)Nc1ccc(NC(=O)CSc2nc(=O)n(CCCN3CCOCC3)c3c2CCC3)cc1,3%,-8%,·
O=C(COC(=O)/C=C/c1ccc(Cl)c(Cl)c1)NC1CCS(=O)(=O)C1 (configuration not stated),18µM*,10µM*,1%
CCC1CCCCN1Cc1c(O)ccc2c(=O)c(-c3ccccc3)coc12 (configuration not stated),10µM*,7.3µM*,·
O=C(Nc1ccccc1NC(=O)c1ccc(F)cc1)c1ccc(F)cc1,-28%,1%,·
CCOc1cccc2cc(-c3nnc(NCc4ccc5c(c4)OCO5)s3)c(=O)oc12,?,?,1%
CC(=O)N1CCCc2cc(S(=O)(=O)N(C)CC(=O)Nc3cccc(C)c3C)ccc21,?,?,1%
Cc1cccc(N2CCN(c3nc4nonc4nc3N3CCSCC3)CC2)n1,-22%,-9%,0%
CCOc1cc(C(=O)Nc2c(C)ccc3nsnc23)cc(OCC)c1OCC,-22%,-9%,3%
CC(C)n1nnnc1C1c2ccccc2C(=O)N1CCOc1ccccc1 (configuration not stated),?,-5%,·
Fc1ccccc1N1CCN(Cc2nc(-c3ccc(Cl)cc3Cl)no2)CC1,-16%,-1%,-5%
CC1CN(C(=S)Nc2cccc(F)c2)CC(C)O1 (configuration not stated),-13%,-3%,·
Cc1ccccc1NC(=O)COC(=O)CCc1ccccc1,-29%,?,-1%
O=C1C2CC=CCC2C(=O)N1c1ccc(N2CCN(c3ccccn3)CC2)c([N+](=O)[O-])c1 (configuration not stated),16µM*,?,3%
CCCCn1c(SCC(=O)Nc2nnc(C)s2)nnc1-c1ccoc1C,-4%,0%,5%
CC(C)(C)c1ccccc1NC(=O)c1cc(-c2ccncc2)nc2ccccc12,?,?,1%
OCCNc1cc(-n2nc(-c3ccccc3)cc2-c2ccccc2)ncn1,?,?,4%
COC(=O)c1cccc(-c2cc(Cl)c3c(c2)CC(CNC(=O)c2cccnc2)O3)c1 (configuration not stated),?,17%[9.04 µM],·
Cc1ccc(-c2nnc(Nc3ccc(CC(N)=O)cc3)c3ccccc23)cc1S(N)(=O)=O,11%,-1%,·
Cn1cccc1/C=N/NC(=O)CNc1cccc2ccccc12,?,5%,·
Oc1ccc(Cl)cc1CNCc1cccc2ccccc12,?,?,-4%
Nc1cc(=O)[nH]c(=O)n1Cc1ccccc1,-10%,-2%,3%&-1%
C=CCn1c(C)cc(C(=O)COC(=O)c2n[nH]c(=O)c3ccccc23)c1C,?,?,0%
CCOc1ccc(C(C)NC(=O)Nc2ccccc2C(=O)OC)cc1 (configuration not stated),-29%,?,0%
CCN(Cc1cc2ccccc2[nH]c1=O)C(=O)C1CCCCC1,?,-18%,3%
# Remaining list, next part.
SMILES,DT40 TDP1 no CPT,DT40 TDP1 CPT,TDP1 inh
OC1c2cc(Cl)cc(Cl)c2N=C2CCCN21 (configuration not stated),-1%,2%,·
Cc1cccc(N2CCN(c3nnc(C(F)(F)F)s3)CC2)c1,-11%,8%,·
CCNS(=O)(=O)c1ccc(S(=O)(=O)N(Cc2ccccn2)C2CCCCC2)cc1,-26%,-29%,3%
C/C(CC(=O)Nc1cccc(Cl)c1Cl)=N\NC(=O)c1ccccc1Br,-11%,-10%,3%
CCOC(=O)C1=C(CS(=O)(=O)c2ccc(C)cc2)NC(=O)NC1c1cc(OC)c(OC)c(OC)c1 (configuration not stated),-8%,11%,2%
Cc1ccc(S(=O)(=O)N2CCOC23CCN(C(=O)c2ccc(Cl)cc2Cl)CC3)cc1,21µM*,?,1%
O=C(COC(=O)C1(c2ccccc2F)CCCC1)N1CCOCC1,-1%,-20%,5%
CCCCN(C)Cc1c(O)ccc2c(-c3ccccc3)cc(=O)oc12,15µM*,?,3%
O=[N+]([O-])c1ccc2nonc2c1Nc1cccc(F)c1,5%,-27%,·
COc1ccnc(N=CNOCc2ccc(C)cc2)c1C#N,-17%,-4%,-2%
CCCCOC(=O)c1ccc(NC(=O)COC(=O)CSc2nc(C)cc(C)n2)cc1,-7%,15%,5%
CCOC(=O)c1sc(NC(=O)c2c(C)nn(Cc3ccccc3)c2C)cc1C,?,16µM*,6%
COc1ccc(CNCC(=O)Nc2cc(OC)cc(OC)c2)cc1,?,-24%,·
O=C(Nc1ccc(Cl)c(C(F)(F)F)c1)C(=O)N1CCCCC1,-27%,?,2%
COc1ccc(OC)c(Nc2cc(-c3ccccc3)nc(N)n2)c1,0.73µM*,0.65µM*,9%
CCn1cnc2cc(NS(=O)(=O)c3ccc(OC)c(OC)c3)ccc21,-28%,?,·
CCn1cc(CN2CCCC(C(=O)Nc3cccc(-c4cc5ccccc5[nH]4)c3)C2)cn1 (configuration not stated),?,4%,6%
CCOC(=O)C(NC(=O)c1cccc(Cl)c1)(OCc1ccccc1)C(F)(F)F (configuration not stated),?,-13%,-3%
COc1ccc(OC)c(NC(=O)C2(C)CCN2C(=O)C2(c3ccc(Cl)cc3)CCC2)c1 (configuration not stated),?,?,·
NC(=O)c1ccc(NC(=O)CN2CCN(c3ccccc3)CC2)cc1,2%,17%,·
COC(=O)C1=C(N)Oc2cc(C)n(CCc3ccccc3)c(=O)c2C1c1cccnc1 (configuration not stated),-24%,0%,8%
COc1ccc2nc(C)cc(N3CCC(C(N)=O)CC3)c2c1,-22%,13%,8%
CN1C(=O)CC(P(=O)(c2ccccc2)c2ccccc2)N(C)C1=O (configuration not stated),0%,1%,0%
O=S(=O)(c1ccc(Oc2ccccc2)cc1)N1CCOCC1,-18%,-5%,2%
COc1cccc(-c2nnc(-c3ccco3)o2)c1,29µM*,?,5%
Cc1cc(C)cc(NC(=O)N2CCc3ccccc3C2)c1,-9%,-16%,2%[56.1 µM]
CCc1cc(C(=O)Cc2ccccn2)c(O)cc1O,-10%,-7%,·
c1ccc(-c2nn3nnnc3c3ccccc23)cc1,?,-12%,6%
Cc1ccc(OCc2cc(C(=O)N3CCc4sccc4C3)no2)cc1C,-5%,-14%,-8%
CCCCn1c(N)c(N(CCOC)C(=O)CN2c3ccccc3CC2C)c(=O)[nH]c1=O (configuration not stated),-5%,7%,2%
COc1c(C2=CC(=O)N(C)C2=O)c2c(n1C)C(=O)c1ccccc1C2=O,0.58µM*,0.52µM*,5%
COc1ccc(S(=O)(=O)Nc2cc(C)c(O)cc2C(C)C)cc1,?,?,-3%
O=c1[nH]c(=O)n(Cc2ccco2)c2c1C(C(F)(F)F)(C(F)(F)F)N=C(Cc1ccccc1)N2,?,?,4%
CCOC(=O)c1ccc(NC(=O)C2CC3CCC2C3)cc1 (configuration not stated),?,?,·
COc1ccccc1-c1cc(C(=O)NC(C)c2ccccc2)no1 (configuration not stated),-19%,?,-1%
CCCCn1c(N)c(N(CC)C(=O)COc2ccc(C#N)cc2)c(=O)[nH]c1=O,4%,12%,0%
